Apoferritin bind: binds horse apoferritin like a general anesthetic; apoferritin/1-aminoanthracene competitive binding, fluorescence; Potency, µM (series often up to 77.5 µM), inactives show at the highest dose activity change, negative = displacement, actives largely listed as inhibitors; 350,000 tested, 0.074% active; AID 485281; note: potency is the fitted concentration of half-maximal effect; % is set by controls: 0 for no effect and ±100 for the full control effect; nearly all actives have a fitted effect of over 20% in size
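Steps: apoferritin (10 uM) was premixed with half-saturated 1-AMA in PBS, compounds were pin-transferred, plates stood 10 min at room temperature, fluorescence was read at 380/535 nm, and curves were fitted with a Hill equation.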
POLB inh: blocks human DNA polymerase beta activity; AID 485314; 340,000 tested, 1.3% active; Potency, µM (titrated, usually from 114 µM), for inactives: at the top dose activity change, negative = inhibition, hits mostly inhibitors; Pol beta primer extension/strand displacement, fluorescence kinetic; note: potency is the fitted concentration of half-maximal effect; % is set by controls: 0 for no effect and ±100 for the full control effect
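Homogeneous kinetic assay of primer extension and strand displacement by 10 nM Pol beta, preincubated 15 min at room temperature with compound before 50 nM substrate (final) was added. Read at 0 and 10 min; four-parameter Hill fit.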
APE1 inh: blocks human APE1 abasic DNA cleavage | recombinant APE1, TAMRA/BHQ-2 abasic DNA cleavage fluorescence | Potency, µM (top dose mostly 65.8 µM), for inactives: at the highest dose activity change, negative = inhibition, most hits filed as inhibitors | 350,000 tested, 0.35% active;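 note: potency is the fitted concentration of half-maximal effect; plate controls were vehicle for no effect and reference inhibitor for full effect; nearly all actives have a fitted effect of over 55% in size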
Target sequence (P27695 whole entry, looked up): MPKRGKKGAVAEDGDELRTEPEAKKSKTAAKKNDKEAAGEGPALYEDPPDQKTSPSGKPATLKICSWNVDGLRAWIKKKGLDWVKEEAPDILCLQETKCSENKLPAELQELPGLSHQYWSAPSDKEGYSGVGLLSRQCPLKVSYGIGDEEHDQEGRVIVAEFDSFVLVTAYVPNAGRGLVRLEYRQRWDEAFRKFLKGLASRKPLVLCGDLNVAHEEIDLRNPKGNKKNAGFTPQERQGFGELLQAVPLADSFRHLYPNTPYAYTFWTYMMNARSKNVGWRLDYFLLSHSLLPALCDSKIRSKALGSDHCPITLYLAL
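Enzyme (0.75 nM final) and test compound are incubated 15 min at room temperature before adding 50 nM quenched THF abasic-site duplex. Cleavage dequenches TAMRA, followed at 525/598 nm over three reads one minute apart.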
Pol eta inh: blocks human DNA polymerase eta activity; Q9Y253; recombinant Pol eta, fluorescent DNA replication assay; Potency, µM (titrated, usually from 114 µM), inactives show top-dose activity change, negative = inhibition, actives largely listed as inhibitors; 390,000 tested, 1.2% active; note: potency is the fitted concentration of half-maximal effect; % is set by controls: 0 for no effect and ±100 for the full control effect
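Fluorescent replication assay: 50 nM final substrate added after a 15 min room-temperature compound preincubation with 10 nM enzyme. Signal taken at 0 min and again at 10 min.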
GRP78 ERSR act: inducers of ER stress response in human glioma cells | U87-MG GRP78 promoter luciferase reporter, 16 h | Potency, µM, without a hit: top-dose activation, most hits filed as activators | 420,000 tested, 0.02% active | AID 602332; note: potency is the fitted concentration of half-maximal effect; series mostly up to about 76 µM; % of control where 0% means no effect; nearly all actives have a fitted effect of over 35% in size
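Stably transfected U87-MG human glioma cells carrying a GRP78-based luminescent sensor were seeded at 1000 cells/well, pin-dosed with compounds and incubated 16 h. Luciferase reagent was then added, and end-point luminescence was read after 10 min at room temperature.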
Pol iota inh: blocks human DNA polymerase iota activity | Q9UNA4 | Pol iota fluorescent replication assay, 10 min | Potency, µM (top dose mostly 115 µM), without a hit: top-dose activity, negative = inhibition, usual class: inhibitors | 390,000 tested, 1% active | AID 588590; note: potency is the fitted concentration of half-maximal effect
Target sequence (Q9UNA4 whole entry, looked up): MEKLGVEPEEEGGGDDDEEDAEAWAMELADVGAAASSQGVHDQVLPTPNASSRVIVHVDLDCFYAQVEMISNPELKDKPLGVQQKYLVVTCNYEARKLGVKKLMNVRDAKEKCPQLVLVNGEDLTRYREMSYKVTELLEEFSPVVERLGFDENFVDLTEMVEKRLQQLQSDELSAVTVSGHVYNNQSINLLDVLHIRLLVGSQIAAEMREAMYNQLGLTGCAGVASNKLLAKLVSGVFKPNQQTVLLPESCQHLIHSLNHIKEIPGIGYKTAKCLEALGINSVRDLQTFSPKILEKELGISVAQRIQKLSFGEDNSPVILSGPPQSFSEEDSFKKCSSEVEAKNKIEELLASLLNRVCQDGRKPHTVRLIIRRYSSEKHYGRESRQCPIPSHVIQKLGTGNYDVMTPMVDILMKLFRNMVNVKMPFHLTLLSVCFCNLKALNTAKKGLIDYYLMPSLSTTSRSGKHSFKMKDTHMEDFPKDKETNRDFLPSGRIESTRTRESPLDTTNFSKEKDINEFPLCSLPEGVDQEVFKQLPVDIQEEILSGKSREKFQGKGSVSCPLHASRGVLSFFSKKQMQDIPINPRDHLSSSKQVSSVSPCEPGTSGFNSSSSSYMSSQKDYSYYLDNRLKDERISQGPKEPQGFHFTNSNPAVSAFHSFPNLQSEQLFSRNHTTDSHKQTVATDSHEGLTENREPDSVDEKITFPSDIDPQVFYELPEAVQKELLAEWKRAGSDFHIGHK
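Pol iota at 10 nM preincubated 15 min with compounds at room temperature; reaction started with fluorescent substrate, 50 nM final. Fluorescence read kinetically at 0 and 10 min; buffer-only wells as negative control.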
LDHA block: LDHA (human) enzyme inhibition; activity change, % (values are at about 110 or 230 µM); 480,000 tested, 0.15% active; P00338; purified LDHA, NADH/diaphorase-resazurin fluorescence; stronger effect = lower value; in the data active = activity change below about -30%; inconclusive = mostly about -25% to -30%;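 note: plate controls were DMSO wells for no effect and wells without enzyme for full effect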
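Resorufin fluorescence (ex540/em590), read at 0 and 20 min after diaphorase/resazurin addition, reports the NADH left after a 5 min room-temperature reaction of 2 nM human LDH5 with 0.06 mM NADH and 0.2 mM pyruvate.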
BLM inh: blocks DNA unwinding by human BLM helicase | AID 2528 | Potency, µM (titrated, usually from 56.1 µM), without a hit: top-dose activity change, negative = inhibition, hits mostly inhibitors | P54132 | 350,000 tested, 0.2% active | recombinant BLM DNA unwinding, fluorescence dequenching;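 note: potency is the fitted concentration of half-maximal effect; plate controls were vehicle for no effect and no enzyme for full effect; nearly all actives have a fitted effect of over 35% in size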
POLK inh: DNA polymerase kappa (human) inhibition. Potency, µM (top dose mostly 107 µM), for inactives: top-dose activity, negative = inhibition, hits mostly inhibitors. 400,000 tested, 0.53% active. purified Pol kappa, fluorescent DNA synthesis assay, 10 min. Q9UBT6; note: potency is the fitted concentration of half-maximal effect; % is set by controls: 0 for no effect and ±100 for the full control effect
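Pol kappa 10 nM + cpd, 15 min RT; start w/ substrate 50 nM final; fluorescence kinetic read, 0 and 10 min. Neg ctrl: buffer, no enzyme.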
An asterisk follows results filed as active; ? = inconclusive; / = no result given; & = joins results of further samples; [ ] = remark or other dose. Unless noted, calls come from the whole dose curve; as a rule, active = well fitted curve in the direction sought with a large enough effect; inconclusive = small, poorly fitted or top-dose-only effect, or another doubt; inactive = no such curve, though single readings can be large; an effect the other way counts as inactive or inconclusive. The list is partial, so the mix of outcomes need not match the whole.

structure	Apoferritin bind	POLB inh	APE1 inh	Pol eta inh	GRP78 ERSR act	Pol iota inh	LDHA block	BLM inh	POLK inh
CCOC(=O)CCN1C(=O)[C@H]2[C@H]3[C@H](O)[C@H](O)C/C(=N/O[C@@H]4O[C@@H](COC(C)=O)[C@@H](OC(C)=O)[C@@H](OC(C)=O)[C@H]4OC(C)=O)[C@H]3CC[C@@H]2C1=O	-5%[15.3 µM]	/	?	/	-4%	/	/	3%[12.4 µM]	/
Cc1ccc(-n2c(=O)c3c(cnn3C)n(CC(=O)Nc3ccccc3C)c2=O)cc1	-9%	5%	/	4%	-3%	-9%	-1	-1%	11%
CCn1nc(C(=O)OCC(=O)Nc2ncc(Cl)c(C)c2Cl)c2ccccc2c1=O	2%	-7%	0%	?	-6%	?	12&4	-21%	-12%
Cc1ccc(C(C(=O)NC2CCCCC2)N(C(=O)c2csnn2)c2ccccc2F)o1 (stereo unspecified)	-8%	4%	10%	-16%	-3%	40%[activator]	-5	0%	-5%
O=C(CSc1nc2ccccc2[nH]1)c1ccccc1F	-6%	0%	10%	-17%	2%	-4%	-4	-2%	-5%
Cc1cc(C)cc(NC(=O)NC2CCCCCCC2)c1	-6%	31%	-12%	-6%	3%	12%	0	-4%	-13%
Cc1ccccc1NC(=S)NNc1ncc(C(F)(F)F)cc1Cl	-17%	8%	1%	-13%	-9%	29%	-6	0%	-18%
Cc1ccc(CN(C(=O)COc2ccc(C(C)(C)C)cc2)C2CCS(=O)(=O)C2)o1 (stereo unspecified)	3%	12%	/	/	/	-3%	-7	-3%	7%
CCCCC(=O)N(Cc1ccc(-c2ccccc2-c2nn[nH]n2)cc1)C(C(=O)O)C(C)C (stereo unspecified)	-2%	/	/	/	-4%	/	/	-8%	-10%[60.1 µM]
CCC(CO)NC(=O)C(=O)Nc1c2c(nn1-c1ccc(F)cc1)CSC2 (stereo unspecified)	-4%	24%	/	-8%	-3%	89µM*	-2	-5%	-10%[60.1 µM]
Cc1ccc(S(=O)(=O)N2CCCC2CNC(=O)C(=O)NCc2cccs2)cc1 (stereo unspecified)	/	/	36%	-20%	-5%	13%	2	/	0%
O=C(C[n+]1cccc(Br)c1)c1ccc(-c2ccccc2)cc1	-6%	39%	22%	-12%	0%&1%	-29%&32%	-2	2%	-5%&-10%
Cc1csc(NC(=O)Nc2ccccc2[N+](=O)[O-])n1	-17%	-1%	4%	-4%	1%	44%[activator]	-3	-7%	2%
O=C1C(Cl)=C(O)C2(Cl)C(Cl)=C(Cl)C12Cl (stereo unspecified)	/	/	/	-19%	-4%	15%	-3	/	-2%
COc1cccc(Nc2nc(NCCO)nc(N3CCCC3)n2)c1	/	/	/	-23%	1%	5%	-4	/	4%
Cc1cccc(C(=O)NCC(=O)NC(C)CCc2ccccc2)c1 (stereo unspecified)	-18%	3%	6%	-26%	-1%	30%[activator]	-2	1%	-2%
COc1cc2c(cc1OC)C(COc1ccc(C(C)C)cc1)N(C(=O)c1ccc(S(=O)(=O)N3CCCC3)cc1)CC2 (stereo unspecified)	-1%	4%	/	-20%	-3%	30%[activator]	-3	-10%	-5%[60.1 µM]
O=C(NCc1ccccn1)c1ccc(OC2CCN(Cc3ccc(Cl)s3)CC2)cc1	-14%	9%	-10%	-17%	-4%	10%	-1	-5%	9%
Cc1nc(NC(=O)c2ccccc2)sc1-c1csc(N)n1	?	-10%	-4%	-15%	1%	2%	-1	-7%	-6%
COC(=O)C(C)NS(=O)(=O)c1ccc(NC(C)=O)cc1 (stereo unspecified)	-5%	8%	?	-4%	1%	43%[activator]	1	0%	-13%
CNC(=O)c1ccc2nc(-c3ccccc3)c(-c3ccccc3)nc2c1	/	/	/	/	0%	-1%	-2	/	-17%
NS(=O)(=O)c1ccc(CNC(=O)c2ccc(S(=O)(=O)C(F)F)cc2)cc1	-1%	-11%	10%	3%	-3%	12%	-10	-1%	-9%
Cc1ccc(NC(=O)CNC2CCS(=O)(=O)C2)cc1C (stereo unspecified)	-14%	11%	-5%	-24%	-1%	89%[activator]	-1	2%	-9%
O=C(NC(Nc1ccc(F)cc1)(C(F)(F)F)C(F)(F)F)c1cccnc1	-2%	2%	-10%	-7%	-2%	84%[activator]	3	-3%	-5%
Cc1cc(C)c(C#N)c(SCc2cn3c(C)cccc3n2)n1	-2%	0%	5%	-20%	-3%	16%	3	2%	-3%
CCCn1c(N)nc2ccccc21	-4%	?	0%	-11%	-1%	-4%	-7	0%	-2%
Cc1cccc(NC(=O)c2oc3ccccc3c2NC(=O)Cc2coc3ccc(C(C)C)cc23)c1	-2%	2%	/	-26%	0%	0%	-5	-3%	-1%
Cc1ccc(-c2noc(-c3ccccc3OCC(=O)Nc3ccccc3[N+](=O)[O-])n2)cc1	-13%	4%	/	-14%	1%	20%	-4	-13%	-6%
Cn1ncc(N=Cc2ccc([N+](=O)[O-])cc2)c1C(=O)Nc1ccccc1	1%	4%	?	-1%	-4%	0%	-9	-2%	-4%
COc1ccc2c3c([nH]c2c1)C(C)N(CCC(=O)NN)CC3 (stereo unspecified)	42%[activator]	25%	12%	-12%	-2%	15%	-2	-9%	1%

Part of the list above, with two lines to a compound:
Every second line gives: Apoferritin bind, POLB inh, APE1 inh, Pol eta inh, GRP78 ERSR act, Pol iota inh, LDHA block, BLM inh, POLK inh
> O=C(CSc1nc2ccccc2[nH]1)c1ccccc1F
    -6%, 0%, 10%, -17%, 2%, -4%, -4, -2%, -5%
> Cc1cc(C)cc(NC(=O)NC2CCCCCCC2)c1
    -6%, 31%, -12%, -6%, 3%, 12%, 0, -4%, -13%
> Cc1ccccc1NC(=S)NNc1ncc(C(F)(F)F)cc1Cl
    -17%, 8%, 1%, -13%, -9%, 29%, -6, 0%, -18%

Remaining list, next part:
structure	Apoferritin bind	POLB inh	APE1 inh	Pol eta inh	GRP78 ERSR act	Pol iota inh	LDHA block	BLM inh	POLK inh
Cc1nn(Cc2ccc(Cl)cc2Cl)c(C)c1NC(=O)C1C2CCC(O2)C1C(=O)O (stereo unspecified)	6%	?	7%	11%	-3%	3%	1	5%	-1%
COc1ccccc1CNc1ccnc(-c2ccoc2)n1	-16%	/	4%	/	-2%	/	/	-9%	-8%[60.1 µM]
Cc1cc2c(cc1S(=O)(=O)Nc1cccc(C)c1C)OCC(=O)N2	-14%	27%	29%	-11%	-4%	-28%	-8	0%	-22%
CCOC(=O)N1CCN(C(=O)CN(Cc2ccc(Cl)cc2)S(=O)(=O)c2ccccc2)CC1	-24%	26%	10%	-1%	-4%	3%	-3	-5%	-11%
Cc1nc2c3c4c(sc3n3c(SCC(=O)NCc5ccco5)nnc3n2n1)COC(C)(C)C4	1%	8%	3%	-1%	-2%	11%	-2	-4%	3%
CCOc1ccc(NC(=O)CCn2c(=O)c3cccn3c3cccnc32)cc1	3%	-1%	/	-12%	-2%	28%	-19	-5%	-15%
C=CCN(c1ccccc1)S(=O)(=O)c1ccc(Cl)c(C(=O)OCC(=O)N(C)C2CCS(=O)(=O)C2)c1 (stereo unspecified)	-22%	-1%	1%	1%	-3%	141%[activator]	0	-3%	-12%
CCC(=O)Nc1ccc(C(=O)Nc2cc(C)on2)cc1	-7%	11%	3%	-8%	?	-3%	-11	0%	-14%
Cc1ccc(SCC(=O)N(C)CC(=O)Nc2cccc(F)c2)cc1	/	/	21%	-19%	0%	5%	0	/	-5%
Cc1ccccc1OCC(=O)OCn1nnc2ccccc2c1=O	-9%	-9%	-2%	-13%	-4%	39%[activator]	-12	-9%	-14%
O=C(COc1ccccc1)Nc1nc2ccccc2[nH]1	-14%	0%	5%	-14%	7%	14%	-5	-2%	-5%
Cc1ccc(NS(=O)(=O)c2ccc(-n3cccn3)cc2)cc1F	-8%	53%	-12%	-4%	-2%	-23%	-11	-3%	-9%
COc1ccc(-c2nn(-c3ccccc3)cc2C(=O)Nc2cccc(C(=O)O)c2)cc1[N+](=O)[O-]	-8%	35µM*	?	-12%	0%	-17%	-5	-18%	-26%
COc1cccc(C2C(C(N)=O)=C(C)Nc3nc(CCCO)nn32)c1 (stereo unspecified)	6%&2%	-2%&0%	-9%	1%&-19%	0%&-2%	-11%&18%	-7&1&-3	-4%&-2%	-8%
COc1ccc(CCN2C(=O)C3C(C2=O)C2C=CC3C23CC3)cc1OC (stereo unspecified)	2%	2%	-2%	1%	-1%	72%[activator]	-12	2%	-3%
CCS(=O)(=O)N1CCC(C(=O)Nc2ccc(C(C)=O)cc2)CC1	-4%	23%	6%	-3%	-6%	-24%	0	2%	5%
O=S(=O)(Nc1ccon1)c1ccc(Br)s1	-7%	-20%	11%	-8%	-3%	34%[activator]	-5	2%	-13%
CCOc1ccc(NC(=O)CSc2oc(-c3ccco3)nc2S(=O)(=O)c2ccc(C)cc2)cc1	-2%	9%	/	-18%	-5%	-25%	-2	-1%	-14%
Cc1nc(NC2=NCN(Cc3cccnc3)CN2)nc2ccccc12	-7%	20%	2%	-9%	-4%	7%	-5	58%[activator]	-4%
COc1ccc(N(C)C(=O)CN(C)S(=O)(=O)c2ccc3c(c2)c(=O)n(C)c(=O)n3C)c(OC)c1	-6%	?	8%	0%	-2%	9%	-6	0%	0%
O=C(O)c1ccc(Cl)c(NC(=S)NC(=O)c2ccccc2[N+](=O)[O-])c1	-3%	25%	-15%	-2%	0%	100%[activator]	-7	-13%	-16%
O=C(c1ccco1)N1CCCC(c2nc(-c3ccc(S(=O)(=O)NCc4ccccc4)cc3)no2)C1 (stereo unspecified)	8%	-1%	0%	-16%	-6%	13%	-3	-2%	11%
N#Cc1cc(-c2ccccc2)cn(Cc2c(Cl)cccc2Cl)c1=O	-4%	3%	0%	-5%	-5%	21%	-5	3%	-3%
CCCCCn1c(CN2CCN(Cc3ccccc3)CC2)nc2c1c(=O)[nH]c(=O)n2C	-24%	22%	-4%	-20%	-1%	9%	-2	-2%	7%
